# Source: PubChem BioAssay (National Center for Advancing Translational Sciences (NCATS))
# Tau fluor cs: counter-screen for tau fibril formation inhibitors; Potency, µM (highest dose often 57.7 µM), inactives show at the top dose activity change, negative = decrease; AID 1463; 280,000 tested, 0.93% active; tau K18 P301L Alexa594 fluorescence, heparin fibrillization; also: % is scaled to controls: 0 for no effect and ±100 for the full control effect; nearly all actives have a fitted effect of over 55% in size
#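 Human K18 P301L tau (15 uM unlabeled plus 0.24 uM Alexa 594-labeled, final) in 100 mM sodium acetate pH 7 was mixed with compound and 20 uM heparin and incubated 6 hr at 37 C.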
# HTT ATP protect: protects HTT-Q103 PC12 cells, measured by ATP. PC12 HTT-Q103 induced, cytoprotection, ATP luminescence, 40 h. AID 1471. Potency, µM (doses to about 56.4 µM), for the others: cytoprotection (ATP increase), most hits filed as activators. 230,000 tested, 0.14% active;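 also: % of control where 0% means no effect; nearly all actives have a fitted effect of over 45% in size; toxic huntingtin expression switched on by the ecdysone agonist tebufenozide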
#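 Compounds added alongside 100 nM tebufenozide, which induces toxic Q103 huntingtin exon 1-GFP in stable PC12 cells; surviving cells quantified by luminescent ATP measurement. Medium: phenol red-free DMEM, 5% equine and 5% calf serum.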
# JMJD2E inh: JMJD2E (human) inhibition. 230,000 tested, 1.6% active. AID 2147. Potency, µM (titrated, usually from 57.1 µM), for inactives: at the top dose activity change, negative = inhibition, most hits filed as inhibitors. JMJD2E catalytic domain, FDH-coupled NADH fluorescence (FDH is formaldehyde dehydrogenase). B2RXH2; active = well fitted inhibition curve with a large enough effect, not every such curve was filed as active; inconclusive = small, poorly fitted or top-dose-only effect, or another doubt; inactive = no such curve, though single readings can be large or run the other way;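 also: 0% = wells with enzyme and -100% = buffer wells without enzyme; nearly all actives have a fitted effect of over 50% in size; many of its hits are not listed in these tables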
# Target sequence (B2RXH2 1-337 limits assumed): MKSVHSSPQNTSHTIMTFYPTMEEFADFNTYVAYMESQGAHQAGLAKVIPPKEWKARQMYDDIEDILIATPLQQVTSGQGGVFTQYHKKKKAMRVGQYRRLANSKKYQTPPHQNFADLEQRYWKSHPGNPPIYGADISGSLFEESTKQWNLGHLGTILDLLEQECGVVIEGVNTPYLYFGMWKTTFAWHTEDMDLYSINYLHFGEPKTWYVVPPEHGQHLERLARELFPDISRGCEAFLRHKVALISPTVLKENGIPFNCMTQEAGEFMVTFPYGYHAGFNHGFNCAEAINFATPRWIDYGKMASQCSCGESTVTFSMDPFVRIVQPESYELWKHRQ
# Tau fibril ThT: tau fibrillization inhibition (ThT binding). P10636. recombinant tau K18 P301L (four-repeat tau fragment), heparin-induced fibrillization, ThT fluorescence. AID 1460. Potency, µM (series often up to 57.4 µM), without a hit: top-dose activity, negative = inhibition, actives largely listed as inhibitors. 270,000 tested, 2.1% active; also: % is scaled to controls: 0 for no effect and ±100 for the full control effect; nearly all actives have a fitted effect of over 55% in size
# Target sequence (P10636 561-689 P618L limits assumed): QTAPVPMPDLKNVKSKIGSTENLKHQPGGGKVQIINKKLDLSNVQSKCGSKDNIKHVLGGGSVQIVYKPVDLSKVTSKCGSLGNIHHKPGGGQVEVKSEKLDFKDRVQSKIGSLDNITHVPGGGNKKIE
#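 Tau K18 P301L fragment (15 uM unlabeled plus 0.24 uM Alexa 594-labeled) in 100 mM sodium acetate pH 7 with compound, fibrillization induced by 20 uM heparin for 6 hr at 37 C. Thioflavin T (30 uM) added, fluorescence read after 1 hr (ex 450, em 510 nm).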
# Tau FP inhib: inhibitors of human tau fibril formation; P10636; K18 P301L tau heparin fibrillization, Alexa594 FP, 6 h; Potency, µM (doses to about 57.7 µM), for inactives: top-dose activity, negative = inhibition, actives largely listed as inhibitors; 280,000 tested, 0.39% active; also: % is scaled to controls: 0 for no effect and ±100 for the full control effect; nearly all actives have a fitted effect of over 55% in size
#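 Human K18 P301L fragment (15 uM unlabeled plus 0.24 uM Alexa 594-labeled) in 100 mM sodium acetate pH 7 with compound, aggregation induced by 20 uM heparin for 6 hr at 37 C. ThT (30 uM) added for 1 hr, then Alexa 594 FP read.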
# SMN2 splice enh: increases expression of the SMN2 splice variant; HEK293 SMN2-luciferase splicing reporter, luminescence, 30-36 h; Potency, µM (series often up to 46.1 µM), without a hit: at the top dose activity change, positive = activation, most hits filed as activators; 210,000 tested, 2.8% active; AID 1458; also: % of control where 0% means no effect; nearly all actives have a fitted effect of over 55% in size
#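 HEK293 cells carry an SMN2 […]–luciferase reporter in which exon 7 inclusion puts luciferase in frame. Cells were plated 10-12 h before compound addition, then incubated 30-36 h at 37C. ONE-Glo luminescence was read; sodium butyrate at 4.5 mM final served as control.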
# HttQ103 aggreg: inhibitors of mutant huntingtin aggregate formation in PC12 cells; PC12 HttQ103-GFP aggregates, Acumen cytometry, 40 h; Potency, µM (series often up to 46.1 µM), without a hit: at the highest dose activity change, negative = inhibition, actives largely listed as inhibitors; 220,000 tested, 1.1% active; also: % is scaled to controls: 0 for no effect and ±100 for the full control effect; nearly all actives have a fitted effect of over 60% in size
#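 Quantitative HTS on tebufenozide-induced (100 nM) PC12 cells stably expressing polyQ103 Huntingtin exon 1–GFP. Reduction of bright GFP aggregates, detected by laser scanning cytometry after lysis, identified actives across the titration.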
# ALDH1A1 block: ALDH1A1 (human) enzyme inhibition; P00352; Purified ALDH1A1, NADH fluorescence, propionaldehyde substrate; Potency, µM (top dose mostly 75.3 µM), inactives show at the highest dose activity, negative = inhibition, actives largely listed as inhibitors; 220,000 tested, 7.3% active; active = well fitted inhibition curve with a large enough effect, not every such curve was filed as active; inconclusive = small, poorly fitted or top-dose-only effect, or another doubt; inactive = no such curve, though single readings can be large or run the other way;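 also: plate controls were no enzyme wells and a reference inhibitor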
# Target sequence (P00352 whole entry, looked up): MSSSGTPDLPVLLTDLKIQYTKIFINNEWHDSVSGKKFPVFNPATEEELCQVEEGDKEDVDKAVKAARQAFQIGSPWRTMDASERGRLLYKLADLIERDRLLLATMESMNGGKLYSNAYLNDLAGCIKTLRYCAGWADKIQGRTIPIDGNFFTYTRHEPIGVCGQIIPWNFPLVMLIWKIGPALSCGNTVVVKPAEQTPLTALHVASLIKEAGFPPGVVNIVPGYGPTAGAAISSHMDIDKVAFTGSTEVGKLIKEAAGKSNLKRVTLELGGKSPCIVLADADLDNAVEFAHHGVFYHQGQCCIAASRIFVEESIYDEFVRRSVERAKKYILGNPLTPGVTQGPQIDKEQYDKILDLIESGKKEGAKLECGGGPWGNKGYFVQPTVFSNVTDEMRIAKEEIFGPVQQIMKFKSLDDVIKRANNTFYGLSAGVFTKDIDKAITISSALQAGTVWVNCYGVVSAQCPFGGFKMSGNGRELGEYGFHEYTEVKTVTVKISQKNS
# * marks the source's active call; other numbers are inactive results; ? = inconclusive; . = no result given; & = joins results of further samples; [ ] = another dose, or the depositor's remark. Unless noted, calls follow the shape of the dose curve; as a rule, active = well fitted curve in the direction sought with a large enough effect; inconclusive = small, poorly fitted or top-dose-only effect, or another doubt; inactive = no such curve, though single readings can be large; an effect the other way counts as inactive or inconclusive. Potency is read from the fitted curve at half-maximal effect. These rows are one share of the data, so the mix of outcomes need not match the whole.
SMILES,Tau fluor cs,HTT ATP protect,JMJD2E inh,Tau fibril ThT,Tau FP inhib,SMN2 splice enh,HttQ103 aggreg,ALDH1A1 block
Cc1ccc(/C=N/NC(=O)c2ccc3nc[nH]c3c2)s1,-8%,-41%[inhibitor],-10%,-15%,1%,-8%,-5%,-12%
O=C(COc1ccc2ccccc2c1)NCC(=O)N/N=C/c1ccco1,-11%,-7%,5%,-12%,-4%,-6%,-9%,-2%
Cc1ccc(S(=O)(=O)Nc2cccc3ncccc23)s1,-30%,3%,6%,-16%,2%,-88%[inhibitor],?,13µM*
Cc1cc(Cl)ccc1OCC(=O)N/N=C1\CC2C=CCC12 (stereo unspecified),-8%,.,12%,-18%,4%,-5%,-22%,-15%
CCCCCCC1CC(CSC(=N)N)OC1=O (stereo unspecified),-5%,5%,6%,-17%,-5%,28%,25%,8%
COc1ccc(N2CCN(S(=O)(=O)c3ccc(C4CCCCC4)cc3)CC2)cc1,-18%,.,.,-3%,3%,8%,.,.
CCCCNC(=O)c1nc2ncc(Br)cn2n1,3%,16%,?,-3%,4%,?,?,?
CCn1nnc(-c2ccccc2NC(=O)c2cc(OC)c(OC)c(OC)c2)n1,-3%,-33%,6%,-13%,4%,4%,-6%,?
O=C(NNS(=O)(=O)c1ccc(CCCl)cc1)C(O)(c1ccccc1)c1ccccc1,-11%,-14%[10 µM],2%,-4%,-1%,-16%,18%,?
C=C1c2ccccc2NC(=O)N1c1ccc(OC)cc1,-11%,13%[10 µM],-13%,?,-12%,.,21%[9.22 µM],-80%
N#Cc1ccsc1NC(=O)COc1ccc(-c2nnco2)cc1,-23%,-14%,-9%,?,-3%,?,-18%,-14%
O=C(O)Cc1ccc(Nc2cnn(C34CC5CC(CC(CC(=O)O)(C5)C3)C4)c(=O)c2Cl)cc1,-4%,19%[10 µM],4%,-2%,3%,.,16%[9.22 µM],.
CCC(C)(C(=O)NC1CCCC1)N(CC1CCCO1)C(=O)c1ccc2c(c1)OCO2 (stereo unspecified),0%,8%,11%,-4%,-2%,-16%,5%,4%
O=C(NC1CCCc2ccccc21)C1CCN(c2nnc(-n3cccc3)s2)CC1 (stereo unspecified),-4%,-2%[10 µM],3%,?,1%,-30%,-16%,12%
CSc1ccccc1NC(=O)CN1CC(C)OC(C)C1 (stereo unspecified),-11%,-25%,-1%,-9%,2%,-12%,-9%,2%
O=S(=O)(c1ccc(N2CCCC2)nc1)N1CCCC1,11%,9%,-13%,10%,0%,-1%,-2%,2%
COc1ccc2c(c1)CC/C(=C\c1ccc(C)o1)C2=O,-34%,-24%[10 µM],?,.,-18%,.,-12%[9.22 µM],.
Cc1ccc(C2CC(=O)n3nc(-c4cccc(C)c4)nc3S2)cc1 (stereo unspecified),-2%,.,.,-4%,-7%,-5%,.,.
COCCNC(=O)CSc1nc2ccccc2c(=O)n1CCC(=O)NCCc1ccc(OC)c(OC)c1,-8%,-38%,4%,-4%,4%,-20%,-3%,14µM*
CCCCCCSc1cc(C)nc2ncnn12,-9%,-20%,8%,-4%,0%,-41%[inhibitor],?,-1%
Cc1ccc(C(=O)N/C(=C/c2ccc(-c3cccc([N+](=O)[O-])c3)o2)C(=O)NC(C)C)cc1,-21%,-26%,2%,?,4%,-8%,-6%,?
COc1ccccc1-c1cncnc1NCc1cccnc1,-5%,17%,-9%,-5%,2%,2%,.,-1%
CC(C)Oc1ccc(C(=O)NC2(C(F)(F)F)NC(=O)N(CCCc3ccccc3)C2=O)cc1 (stereo unspecified),-22%,20%[10 µM],5%,-13%,4%,-18%,-15%,9%
COc1ccc2[nH]cc(CCNC(=O)Nc3cccc(F)c3)c2c1,25µM*[quencher],.,.,?,?,-36%[inhibitor],.,.
CC(C)(C)NC(=O)C1CCC(CNc2c(N3CCCCC3)c(=O)c2=O)CC1 (stereo unspecified),-6%,-2%[10 µM],-10%,.,4%,.,-2%[9.22 µM],.
Cc1ccc(N2C(=O)C(F)(F)C2c2ccccc2)cc1 (stereo unspecified),-6%,4%,1%,5%,-8%,-31%[inhibitor],-9%,-6%
CCOc1ccc(NC(=O)Cn2cc(C(=O)c3ccccc3)c(=O)c3cc(OC)ccc32)cc1,?,.,.,?,-8%,-3%,.,.
Cc1sc2c(c1C)c(=O)n(Cc1ccccc1)c(=O)n2CC(=O)Nc1cccc(Cl)c1,-24%,.,.,?,32µM*,10%,.,.
O=S(=O)(NCc1csc(-c2cccnc2)n1)c1ccc(Cl)s1,-18%,7%[10 µM],-9%,?,-3%,-7%,-10%,6%
O=C(O)c1nccnc1C(=O)Nc1ccccc1N1CCOCC1,-8%,8%[10 µM],4%,-2%,2%,.,19%[9.22 µM],1%
Cc1ccccc1C(=O)NC1CCN(CC(=O)Nc2c(C)cccc2C)CC1,-7%,-2%[10 µM],0%,-12%,-8%,-28%,-14%,?
COCCCN1C(=O)C(=O)/C(=C(/O)c2ccc(OCC(C)C)cc2)C1c1cccnc1 (stereo unspecified),7%,-7%[0.074 µM],0%,8%,-4%,-9%,20%,9%
Cc1ccc(Cn2c(=O)n(Cc3ccccc3Cl)c(=O)c3ccccc32)cc1,-17%,.,.,1%,-13%,-8%,.,.
COc1cc(NC(=S)NCc2cccnc2)cc(OC)c1OC,-7%,1%,12%,-11%,8%,.,13%,?
Cc1ccc2nc(SC(C)C(=O)N3CCCCC3)[nH]c2c1 (stereo unspecified),3%,-31%[inhibitor],1%,7%,-4%,21%,-8%,-5%
O=C(/C=C/c1ccc(Br)cc1)NC(=O)c1ccccc1O,-20%,-37%,-23%,?,11%,22µM*,28%,2%
Cc1cc(C)n(C2CCCCC2OC(=O)c2ccccc2)n1 (stereo unspecified),1%,-1%,2%,-2%,8%,-19%,-11%,9%
Cc1ccc2[nH]c(=O)c3cc(C(=O)N4CCN(c5ccccc5F)CC4)sc3c2c1,-5%,.,.,-3%,-12%,2%,.,.
CCOC(=O)c1ccc2c(c1)n(CCCS(=O)(=O)[O-])c(/C=C/c1ccc(Cl)cc1)[n+]2CC,-7%,-3%[10 µM],-27%,-17%,-12%,.,-14%[9.22 µM],.
NCCCCCCNS(=O)(=O)c1cccc2c(Cl)cccc12,-18%&-11%&-15%&-4%,-20%,-3%&-29%&-11%,-12%&-11%&-9%&-4%,2%&-2%&-6%&5%,-27%&-21%&-6%,.,7%&9%&4%
COc1ccc(OC(C)C(=O)Nc2cccc(F)c2)cc1 (stereo unspecified),-8%,-8%[10 µM],1%,0%,-12%,.,-14%[9.22 µM],-1%
Cc1cc(C(F)(F)F)c2sc(N)nc2n1,6%,-6%,-20%,2%,4%,8%,1%,-6%
Cc1nn(C(C)(C)C)c(OC(=O)c2c(F)cccc2F)c1Sc1ccccc1,-26%,.,.,-22%,-11%,8%,.,.
O=C(Cc1ccc([N+](=O)[O-])cc1)N/N=C/c1ccc([N+](=O)[O-])o1,-24%,-211%,?,?,2%,-55%[inhibitor],26%[9.22 µM],?
COC(=O)[C@@]1(Cc2ccc(OC)cc2)[C@H]2c3cc(C(=O)N(C)C)n(CCO)c3C[C@H]2CN1C(=O)c1ccccc1,-8%,-6%,11%,-6%,-4%,8%,.,-7%
O=C(Cn1ncc2c3ccccc3n(Cc3ccc(F)cc3)c2c1=O)NCc1ccccn1,-5%,.,.,2%,-4%,-7%,.,.
Cc1ccc(CSc2ccc(-c3cccs3)nn2)cc1,3%&1%,-16%[10 µM],?,3%&-2%,?,14µM*,-3%,12%
CCOc1ccccc1NC(=O)NC(C)c1ccncc1 (stereo unspecified),-3%,17%[10 µM],1%,-3%,-9%,.,9%[9.22 µM],3%
CC(=O)Nc1ccc(NC(=O)CSc2nc(C)nc3sc(C)c(C)c23)cc1,-7%,-45%[inhibitor],1%,-4%,-6%,0%,13%,-4%
Cc1cc(C)cc(NC(=O)C(=O)NCC2CCCO2)c1 (stereo unspecified),0%,-7%,1%,-1%,-2%,12%,22%[9.22 µM],8%
CC(C)(C)c1ccc(Cn2c(Cc3ccccc3)nc3ccccc32)cc1,-11%,.,.,-17%,-3%,-50%[inhibitor],.,.
CCCc1nc2ccccc2c(=O)n1CC(=O)c1ccccc1,1%,-12%[10 µM],0%,-2%,-4%,.,-9%[9.22 µM],-4%
Cc1nc(N2CCC(C)CC2)c2c(C)c(C(=O)Nc3ccc(C)c(F)c3)sc2n1,-16%,-52%[inhibitor][1.9 µM],-22%,-7%,-7%,-22%,-16%,18%
CCCCN(CC)C(=O)Cc1ccc(Br)cc1,-8%,18%[10 µM],1%,-10%,-8%,-20%,4%,9%
O=C(CCn1cnnn1)Nc1ccc(Cl)c(Cl)c1,2%,-63%[inhibitor],4%,12%,1%,-59%,7%,-6%
C=CCN1C(=O)NC(c2ccccc2)(C(F)(F)F)S/C1=C(\C#N)c1nnc(N2CCOCC2)n1-c1ccccc1 (stereo unspecified),-6%,5%[10 µM],1%,?,?,.,-11%,?
Cc1ccc(S(=O)(=O)N2CCCCC2)cc1C(=O)c1nccn1C,3%,2%[10 µM],3%,-2%,4%,1%,1%,-3%
COc1cc2c(cc1OC)CN(C(=O)CSc1nc(N)c(C#N)cc1C#N)CC2,-2%,0%[0.074 µM],?,-15%,-8%,8%,1%,?
CCOC(=O)c1ccccc1Cc1nc2ccccc2c(=O)[nH]1,-2%,0%[10 µM],4%,-5%,0%,-9%,6%,5%
Cc1ccc(S(=O)(=O)n2nc(-c3cccnc3)nc2N)cc1,3%,15%,-7%,7%,7%,7%,21%,7%
O=C(CCCNS(=O)(=O)c1cccc2nsnc12)NC1CCCCC1,?,-68%[inhibitor],?,?,-14%,.,-4%,?
